Screening results: PubChem BioAssay, Broad Institute
T cruzi HTS – blocks T. cruzi growth inside host cells. activity score (inhibition), % at 5.01 µM. intracellular Trypanosoma cruzi in host cells, plate reader. actives 4.9% (n = 22,000); in the data active = activity score above about 55%;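 note: parasites and compound incubated about four days before reading; 0% = median of neutral control wells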
INS-1E ATP HTS – rescue of cytokine-induced death in INS-1E beta cells. INS-1E cytokine-induced death, ATP luminescence, 48 h; normalised: neutral wells 0, positive control 100. protection from cytokine-induced ATP loss, % at 10 µM. actives 0.1% (n = 20,000);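 active = mean replicate protection from cytokine-induced ATP loss at least 50% and at least 75% of replicates each reaching 50%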
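assay system = INS-1E rat insulinoma cells | amount = 8000 cells per well | medium = phenol-red-free RPMI with 5% fetal bovine serum | doses = one compound concentration, pin transfer | timing = 48 h cytokine plus compound treatment, 10 min reagent incubation | also added = IL-1β, TNF-α and IFN-γ cytokine mix | signal = CellTiter-Glo luminescence measuring cellular ATP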
Starred values were filed as active, the others as inactive; · = not tested or not shown. A portion of the library, so the mix of outcomes need not match the whole.

SMILES | T cruzi HTS | INS-1E ATP HTS
C[C@H](CO)N1C[C@H](C)[C@@H](CN(C)Cc2ccncc2)Oc2c(NC(=O)c3ccncc3)cccc2C1=O | -34 | -1
C[C@@H]1CN([C@H](C)CO)C(=O)c2cccc(NS(=O)(=O)c3ccc(Cl)cc3)c2O[C@@H]1CN(C)S(=O)(=O)c1ccc(Cl)cc1 | 0 | 9
C[C@H]1CN([C@@H](C)CO)C(=O)c2cc(NS(C)(=O)=O)ccc2O[C@H]1CN(C)Cc1ccc(C(F)(F)F)cc1 | 10 | ·
Cc1noc(C)c1NC(=O)N(C)C[C@@H]1Oc2ccc(NC(=O)Nc3ccc4c(c3)OCO4)cc2C(=O)N([C@@H](C)CO)C[C@@H]1C | 6 | -2
C[C@H]1CN([C@@H](C)CO)C(=O)Cc2cc(NS(=O)(=O)c3ccc(Cl)cc3)ccc2O[C@H]1CN(C)Cc1ccc(C(F)(F)F)cc1 | 43 | -9
Cc1noc(C)c1S(=O)(=O)N(C)C[C@@H]1OCCCC[C@@H](C)Oc2ccc(NC(=O)c3ccccc3)cc2C(=O)N([C@H](C)CO)C[C@@H]1C | 3 | -6
C[C@@H]1CN([C@H](C)CO)C(=O)c2cccc(NC(=O)c3cnccn3)c2O[C@H]1CN(C)CC1CCCCC1 | -1 | -13
C[C@@H]1CN([C@H](C)CO)C(=O)c2cc(NC(=O)Nc3ccc(C(F)(F)F)cc3)ccc2O[C@@H]1CN(C)C | -14 | -1
Cc1ccc(S(=O)(=O)N(C)C[C@H]2Oc3ccc(NC(=O)Nc4c(C)noc4C)cc3CC(=O)N([C@@H](C)CO)C[C@@H]2C)cc1 | 2 | 4
CC(C)NC(=O)Nc1cccc2c1O[C@H](CN(C)C(=O)NC1CCCCC1)[C@H](C)CN([C@H](C)CO)C2=O | -3 | 7
Cc1noc(C)c1NC(=O)Nc1ccc2c(c1)CC(=O)N([C@H](C)CO)C[C@H](C)[C@H](CN(C)CC1CCCCC1)O2 | -11 | 3
C[C@@H]1CCCCO[C@@H](CN(C)Cc2ccncc2)[C@@H](C)CN([C@H](C)CO)C(=O)c2cc(NC(=O)Nc3ccc(F)cc3)ccc2O1 | -3 | 12
C[C@@H]1CN([C@H](C)CO)C(=O)CCCn2nncc2CO[C@@H]1CN(C)Cc1cccc2c1OCCCO2 | 4 | ·
C[C@@H]1CN([C@@H](C)CO)C(=O)c2cc(NC(=O)CCN3CCOCC3)ccc2O[C@H]1CN(C)Cc1ccc(Oc2ccccc2)cc1 | -12 | -11
Cc1noc(C)c1S(=O)(=O)Nc1ccc2c(c1)C(=O)N([C@H](C)CO)C[C@H](C)[C@H](CN(C)S(=O)(=O)c1ccccc1)OCCCC[C@@H](C)O2 | 20 | 5
C[C@H](CO)N1C[C@H](C)[C@@H](CN(C)Cc2ccc(C(F)(F)F)cc2)Oc2ccc(NS(=O)(=O)c3cccs3)cc2C1=O | 60* | -12
Cc1noc(C)c1S(=O)(=O)N(C)C[C@@H]1Oc2ccc(NS(=O)(=O)c3ccc(Cl)cc3)cc2CC(=O)N([C@@H](C)CO)C[C@@H]1C | 2 | -12
C[C@H](CO)N1C[C@H](C)[C@H](CN(C)S(=O)(=O)c2ccccc2)Oc2ncc(C#Cc3cccc(F)c3)cc2C1=O | 47 | ·
C[C@@H]1CN([C@H](C)CO)C(=O)c2cc(NC(=O)C3CC3)ccc2O[C@@H]1CN(C)C(=O)Nc1ccccc1 | -14 | 10
C[C@@H]1CN([C@H](C)CO)C(=O)Cc2cc(NC(=O)Nc3ccc4c(c3)OCO4)ccc2O[C@@H]1CN(C)S(=O)(=O)c1cccs1 | -3 | -3
C[C@H](CO)N1C[C@H](C)[C@@H](CN(C)S(=O)(=O)c2ccc(F)cc2)Oc2ccc(NC(=O)Nc3cccc4ccccc34)cc2C1=O | -10 | -1
C[C@@H]1CN([C@H](C)CO)C(=O)Cc2cc(NC(=O)Nc3ccc(C(F)(F)F)cc3)ccc2O[C@H]1CN(C)S(=O)(=O)c1ccc(Cl)cc1 | 33 | -62
CC(C)NC(=O)Nc1ccc2c(c1)C(=O)N([C@H](C)CO)C[C@H](C)[C@H](CN(C)C(=O)NC(C)C)OCCCC[C@@H](C)O2 | -5 | 7
C[C@@H]1CN([C@@H](C)CO)C(=O)Cc2cc(NS(=O)(=O)c3ccc(Cl)cc3)ccc2O[C@@H]1CN(C)S(C)(=O)=O | 8 | -7
O=C(CCCCC(=O)N/N=C/c1ccc2ccccc2c1)NO | 18 | 73*
C[C@@H]1CN([C@H](C)CO)C(=O)c2cc(NC(=O)CCCN(C)C)ccc2O[C@H]1CN(C)Cc1ccc(C(F)(F)F)cc1 | -22 | -1
Cc1ccc(S(=O)(=O)N(C)C[C@H]2Oc3ccc(NS(=O)(=O)c4c(C)noc4C)cc3C(=O)N([C@@H](C)CO)C[C@@H]2C)cc1 | 6 | -6
C[C@H](CO)N1C[C@H](C)[C@@H](CN(C)C(=O)Nc2ccc(F)cc2)Oc2c(NS(=O)(=O)c3ccc(F)cc3)cccc2C1=O | 3 | 0
C[C@@H]1CN([C@H](C)CO)C(=O)c2cc(NC(=O)Nc3ccc(F)cc3)ccc2O[C@@H]1CN(C)C(=O)Nc1cccc2ccccc12 | -18 | -6
CNC[C@@H]1Oc2ccc(NC(=O)C3CCCCC3)cc2C(=O)N([C@H](C)CO)C[C@H]1C | -20 | 14
C[C@H]1CN([C@@H](C)CO)C(=O)c2cccc(NC(=O)c3cnccn3)c2O[C@H]1CN(C)Cc1ccncc1 | -21 | 9
C[C@H](CO)N1C[C@H](C)[C@H](CN(C)CC2CC2)Oc2c(NC(=O)c3ccc(-c4nccs4)cc3)cccc2C1=O | -35 | -5
C[C@@H]1CN([C@H](C)CO)C(=O)Cc2cc(NC(=O)c3ccncc3)ccc2O[C@H]1CN(C)S(=O)(=O)c1cccs1 | -13 | 8
C[C@@H]1CN([C@@H](C)CO)C(=O)c2cc(NC(=O)CCCCCC(=O)Nc3ccccc3N)ccc2O[C@H]1CN(C)C(=O)Nc1ccccc1 | -44 | -4
CC(C)NC(=O)N(C)C[C@H]1OCc2cnnn2CCCC(=O)N([C@H](C)CO)C[C@H]1C | -7 | ·
COc1ccc(S(=O)(=O)N(C)C[C@H]2Oc3c(NS(=O)(=O)c4ccc(C)cc4)cccc3C(=O)N([C@@H](C)CO)C[C@@H]2C)cc1 | 18 | 3
C[C@H]1CN([C@@H](C)CO)C(=O)c2cc(NS(=O)(=O)c3cccs3)ccc2O[C@@H]1CN(C)C(=O)Nc1cccc2ccccc12 | -10 | -18
C[C@H](O)[C@H](O)[C@@H](O)[C@@H](O)/C=N/NC(=O)c1ccccn1 | -6 | 8
COc1ccc(NC(=O)Nc2ccc3c(c2)C(=O)N([C@@H](C)CO)C[C@H](C)[C@H](CN(C)C(=O)Nc2c(C)noc2C)O3)cc1 | -4 | 3
COc1ccc(CN(C)C[C@H]2Oc3ccc(NC(=O)Nc4ccc(OC)cc4)cc3CC(=O)N([C@H](C)CO)C[C@H]2C)cc1 | 5 | 8

Ordered by length of the SMILES (ascending): part of the list above.
SMILES | T cruzi HTS | INS-1E ATP HTS
O=C(CCCCC(=O)N/N=C/c1ccc2ccccc2c1)NO | 18 | 73*
C[C@@H]1CN([C@@H](C)CO)C(=O)Cc2cc(NS(=O)(=O)c3ccc(Cl)cc3)ccc2O[C@@H]1CN(C)S(C)(=O)=O | 8 | -7
Cc1ccc(S(=O)(=O)N(C)C[C@H]2Oc3ccc(NS(=O)(=O)c4c(C)noc4C)cc3C(=O)N([C@@H](C)CO)C[C@@H]2C)cc1 | 6 | -6

New compounds follow.
SMILES | T cruzi HTS | INS-1E ATP HTS
O=C(O)CCCCCC(=O)N/N=C/c1cccs1 | -9 | -12
COc1ccc(/C=N/NC(=O)CCCCCC(=O)O)c(O)c1 | -10 | 3
Cc1noc(C)c1S(=O)(=O)N(C)C[C@H]1Oc2ccc(NS(=O)(=O)c3cccs3)cc2CC(=O)N([C@H](C)CO)C[C@H]1C | -27 | 5
Cc1noc(C)c1NC(=O)Nc1ccc2c(c1)CC(=O)N([C@H](C)CO)C[C@H](C)[C@H](CN(C)Cc1ccc(Cl)c(Cl)c1)O2 | -14 | -4
C[C@@H]1CN([C@@H](C)CO)C(=O)c2cc(NC(=O)NC3CCCCC3)ccc2O[C@H]1CN(C)Cc1ccc2c(c1)OCO2 | -1 | -5
C[C@H](CO)N1C[C@H](C)[C@@H](CN(C)S(=O)(=O)c2cccs2)Oc2ccc(NC(=O)CCC(F)(F)F)cc2C1=O | 11 | 0
Cc1noc(C)c1S(=O)(=O)Nc1ccc2c(c1)C(=O)N([C@H](C)CO)C[C@H](C)[C@H](CN(C)S(=O)(=O)c1ccc(Cl)cc1)OCCCC[C@@H](C)O2 | 9 | -3
Cc1noc(C)c1S(=O)(=O)Nc1ccc2c(c1)C(=O)N([C@H](C)CO)C[C@@H](C)[C@H](CN(C)Cc1ccc(C(F)(F)F)cc1)O2 | 10 | ·
Cc1noc(C)c1NC(=O)N(C)C[C@@H]1Oc2c(NC(=O)Nc3ccc(C(F)(F)F)cc3)cccc2C(=O)N([C@H](C)CO)C[C@H]1C | 12 | -1
Cc1noc(C)c1NC(=O)N(C)C[C@H]1Oc2c(NC(=O)Nc3ccccc3)cccc2C(=O)N([C@H](C)CO)C[C@@H]1C | -10 | 2
COc1ccc(S(=O)(=O)Nc2ccc3c(c2)C(=O)N([C@H](C)CO)C[C@H](C)[C@H](CN(C)CC2CCCCC2)OCCCC[C@@H](C)O3)cc1 | 33 | -11
COc1cc(/C=N/NC(=O)CCCCCC(=O)Nc2ccccc2O)c(Br)cc1O | 9 | 16
C[C@@H]1CN([C@H](C)CO)C(=O)c2cccc(NC(=O)c3ccc(-c4nccs4)cc3)c2O[C@@H]1CN(C)CC1CC1 | -18 | -2
C[C@@H]1CN([C@@H](C)CO)C(=O)c2cccc(NC(=O)C3CC3)c2O[C@@H]1CN(C)Cc1ccc(Cl)c(Cl)c1 | 11 | -2
C[C@H]1CN([C@@H](C)CO)C(=O)c2cccc(NC(=O)Nc3ccc(F)cc3)c2O[C@@H]1CN(C)CC1CCCCC1 | 15 | -29
CNC[C@H]1Oc2c(NS(C)(=O)=O)cccc2C(=O)N([C@@H](C)CO)C[C@@H]1C | -7 | 7
COc1ccc(NC(=O)N(C)C[C@@H]2Oc3ccc(NC(=O)CCN4CCOCC4)cc3C(=O)N([C@H](C)CO)C[C@@H]2C)cc1 | 0 | 0
Cc1noc(C)c1NC(=O)N(C)C[C@@H]1Oc2ccc(NS(=O)(=O)c3ccc(Cl)cc3)cc2C(=O)N([C@@H](C)CO)C[C@H]1C | -27 | 6
C[C@H](CO)N1C[C@H](C)[C@H](CN(C)Cc2ccncc2)Oc2c(NC(=O)C3CC3)cccc2C1=O | -12 | 17
C[C@H]1CN([C@@H](C)CO)C(=O)c2cccc(NC(=O)Nc3ccc4c(c3)OCO4)c2O[C@H]1CN(C)Cc1ccc(C(F)(F)F)cc1 | 26 | -11

Full records from above:
Record of Cc1noc(C)c1S(=O)(=O)Nc1ccc2c(c1)C(=O)N([C@H](C)CO)C[C@H](C)[C@H](CN(C)S(=O)(=O)c1ccc(Cl)cc1)OCCCC[C@@H](C)O2 → T cruzi HTS = 9; INS-1E ATP HTS = -3
Record of C[C@H]1CN([C@@H](C)CO)C(=O)c2cccc(NC(=O)Nc3ccc4c(c3)OCO4)c2O[C@H]1CN(C)Cc1ccc(C(F)(F)F)cc1 → T cruzi HTS = 26; INS-1E ATP HTS = -11

Further compounds follow:
SMILES | T cruzi HTS | INS-1E ATP HTS
C[C@@H]1CN([C@H](C)CO)C(=O)Cc2cc(NS(=O)(=O)c3ccc(F)cc3)ccc2O[C@@H]1CN(C)S(C)(=O)=O | -6 | 6
COc1ccc(S(=O)(=O)N(C)C[C@H]2Oc3ccc(NC(=O)NC4CCCCC4)cc3CC(=O)N([C@@H](C)CO)C[C@H]2C)cc1 | 3 | 3
C[C@@H]1CN([C@H](C)CO)C(=O)Cc2cc(NC(=O)C3CCCCC3)ccc2O[C@H]1CN(C)C(=O)Nc1cccc2ccccc12 | -13 | 4
C[C@@H]1CCCCO[C@@H](CN(C)C(=O)c2ccccc2)[C@@H](C)CN([C@H](C)CO)C(=O)c2cc(NS(=O)(=O)c3ccccc3)ccc2O1 | 4 | -3
Cc1noc(C)c1NC(=O)Nc1cccc2c1O[C@@H](CN(C)C)[C@H](C)CN([C@@H](C)CO)C2=O | -4 | 5
C[C@@H]1CN([C@@H](C)CO)C(=O)c2cc(NC(=O)CCCCCC(=O)Nc3ccccc3N)ccc2O[C@H]1CN(C)S(C)(=O)=O | -16 | 4
C[C@H]1CN([C@@H](C)CO)C(=O)c2cccc(NS(=O)(=O)c3cccs3)c2O[C@@H]1CN(C)C(=O)Nc1cccc2ccccc12 | 5 | 9
COc1ccc(S(=O)(=O)Nc2ccc3c(c2)CC(=O)N([C@@H](C)CO)C[C@@H](C)[C@@H](CN(C)CC2CCCCC2)O3)cc1 | 31 | -25
C[C@H](CO)N1C[C@H](C)[C@H](CN(C)C(=O)Nc2ccc(F)cc2)Oc2ccc(NC(=O)CCCCCC(=O)Nc3ccccc3N)cc2CC1=O | -39 | 3
Cc1noc(C)c1S(=O)(=O)Nc1ccc2c(c1)C(=O)N([C@@H](C)CO)C[C@H](C)[C@@H](CN(C)Cc1ccc3c(c1)OCO3)O2 | 7 | -15
